TDP1 cell noCPT – qHTS for Inhibitors of human tyrosyl-DNA phosphodiesterase 1 (TDP1): qHTS in cells in absence of CPT; DT40 Tdp1-/- hTDP1 cells, no CPT, ATP luminescence, 48 h; Potency, µM (doses to about 46.2 µM), for inactives: at the highest dose activity change, negative = growth inhibition, hits mostly inhibitors; 420,000 tested, 15% active; further: nearly all actives have a fitted effect of over 55% in size
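No-CPT arm: Tdp1-/-;hTDP1 DT40 cells (400/well) plus compounds, incubated ≥48 hr at 37 °C. Readout CellTiter-Glo luminescence.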
TDP1 inh – qHTS Assay for Inhibitors of Tyrosyl-DNA Phosphodiesterase (TDP1); Potency, µM (highest dose often 130 µM), inactives show top-dose activity change, negative = inhibition, hits mostly inhibitors; Tyrosyl-DNA phosphodiesterase 1 (Homo sapiens), Q9NUW8; 350,000 tested, 0.28% active; recombinant TDP1, AlphaScreen DNA substrate cleavage; further: nearly all actives have a fitted effect of over 40% in size
Target sequence (Q9NUW8 whole entry, looked up): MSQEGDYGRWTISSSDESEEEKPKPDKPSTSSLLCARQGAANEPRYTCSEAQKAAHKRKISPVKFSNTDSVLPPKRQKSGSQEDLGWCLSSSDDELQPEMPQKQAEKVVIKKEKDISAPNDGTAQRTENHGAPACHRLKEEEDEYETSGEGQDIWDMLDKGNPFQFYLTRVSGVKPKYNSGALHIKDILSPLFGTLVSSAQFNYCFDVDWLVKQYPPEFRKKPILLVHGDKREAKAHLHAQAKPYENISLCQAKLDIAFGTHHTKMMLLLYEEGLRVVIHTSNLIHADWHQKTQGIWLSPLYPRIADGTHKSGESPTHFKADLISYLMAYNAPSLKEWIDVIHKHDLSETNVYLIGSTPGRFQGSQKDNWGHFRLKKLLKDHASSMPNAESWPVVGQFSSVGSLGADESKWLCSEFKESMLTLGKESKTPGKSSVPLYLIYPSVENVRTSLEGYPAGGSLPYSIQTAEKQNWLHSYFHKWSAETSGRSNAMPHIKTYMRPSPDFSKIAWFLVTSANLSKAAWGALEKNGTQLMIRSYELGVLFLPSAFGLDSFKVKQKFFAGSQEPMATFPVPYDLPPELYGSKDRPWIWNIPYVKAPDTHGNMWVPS
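Compounds were preincubated with Tdp1 (1 nM final) for 15 min at room temperature before substrate (15 nM final) started a 5 min reaction; beads (10 ug/ml final) were then added for 10 min before AlphaScreen detection.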
TDP1 cell CPT – qHTS for Inhibitors of human tyrosyl-DNA phosphodiesterase 1 (TDP1): qHTS in cells in presence of CPT | chicken DT40 Tdp1-/-;hTDP1 cells + 20 nM CPT, ATP luminescence, 48 h | Potency, µM (titrated, usually from 46.2 µM), inactives show at the highest dose activity change, negative = growth inhibition, actives largely listed as inhibitors | 420,000 tested, 12% active | AID 686979, 2013; further: nearly all actives have a fitted effect of over 55% in size
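Cell growth measured by CellTiter-Glo luminescence after a minimum 48 h, 37 C compound exposure with 20 nM CPT in Tdp1-knockout DT40 cells stably expressing hTDP1, seeded 400/well; qHTS titration format.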
The depositor's hits bear a star; ? = inconclusive; . = not tested or not shown; [ ] = dose if it differs, or a comment. The call rests on the fitted dose curve; in most records, active means well fitted curve in the direction sought with a large enough effect; inconclusive means small, poorly fitted or top-dose-only effect, or another doubt; inactive means no such curve, though single readings can be large; an effect the other way counts as inactive or inconclusive. On the % scale 0 is the no-effect control and ±100 the full control effect; potency means the concentration at half of the fitted maximal effect.

SMILES | TDP1 cell noCPT | TDP1 inh | TDP1 cell CPT
Cc1ccc(CN2CCN(Cc3cn[nH]c3C3CCCCC3)CC2CCO)cc1 (stereo not given) | -29% | -4% | -17%
Cc1nnc(SCC(=O)Nc2ccc(S(=O)(=O)Nc3ccc(Cl)nn3)cc2)s1 | 6% | 40µM* | -11%
CN1C(=O)/C(=C/c2ccccc2OCc2ccc(C(=O)O)cc2)NC1=S | -8% | 3% | ?
CC1CCN(CCCNC(=O)CCNC(=O)Cn2cnc3ccccc3c2=O)CC1 | -7% | 3% | -10%
CCCCc1nn2c(=O)cc(COC(=O)c3cccc(NC(=O)CCc4ccccc4)c3)nc2s1 | -9% | 1% | -10%
CC(C)(C)NC(=O)C1Cc2ccccc2CN1C(=O)Nc1cccc(Cl)c1 (stereo not given) | -27% | -4% | -18%
COc1ccc(CN(CCCN2CCOCC2)S(=O)(=O)N(C)C)cc1OC | -26% | 4% | 0%
COC(=O)CCCCC1SCC(NC(=O)c2ccccc2)C1OC(C)=O (stereo not given) | ? | 4% | ?
CCC1CCC2(CC1)NC(=O)N(CC(=O)Nc1ccc(OC)c(Cl)c1)C2=O (stereo not given) | ? | 2% | -22%
CC(=O)N1CCN(C(=O)c2ccc(Cl)c(S(=O)(=O)N3CCc4ccccc43)c2)CC1 | ? | 0% | -27%

Compounds from the list above with an aryl methoxy group:
SMILES | TDP1 cell noCPT | TDP1 inh | TDP1 cell CPT
COc1ccc(CN(CCCN2CCOCC2)S(=O)(=O)N(C)C)cc1OC | -26% | 4% | 0%
CCC1CCC2(CC1)NC(=O)N(CC(=O)Nc1ccc(OC)c(Cl)c1)C2=O (stereo not given) | ? | 2% | -22%

Continued.
SMILES | TDP1 cell noCPT | TDP1 inh | TDP1 cell CPT
Cc1cc(C(=O)NNC(=O)/C=C/c2ccccc2Cl)c(C)o1 | 9% | 3% | -4%
CCCC(=O)N1CCCC1(C)C(=O)Nc1cc(OC)ccc1OC (stereo not given) | -1% | . | 14%
CCCOc1ccc(CC(=O)NCCc2ccccc2)cc1OC | 2% | . | -9%
CCCOc1ccc(/C=C/c2[nH]c(=O)[nH]c(=O)c2[N+](=O)[O-])cc1OCC | 4% | . | 27%
COc1cccc(C(=O)O/N=C(\N)c2ccccn2)c1 | ? | . | ?
O=C(COc1ccccc1)NCCSCc1ccc(Cl)cc1 | 0% | -8% | -4%
Cc1noc(C)c1NC(=O)Nc1ccc2c(c1)C(=O)N([C@H](C)CO)C[C@@H](C)[C@@H](CN(C)S(=O)(=O)c1cn(C)cn1)OCCCC[C@H](C)O2 | 1% | . | -2%
CCOC(=O)N1CCN(C(=O)CNC(=O)c2nn(-c3ccc(OC)cc3OC)c(=O)c3ccccc23)CC1 | -17% | 4% | -8%
CC1(C)C=Cc2c(c3ccccc3[nH]c2=O)O1 | ? | 7% | -11%
CC(C)C1Cc2c(sc3ncnc(NN)c23)CO1 (stereo not given) | 12µM* | . | 8.2µM*

A stretch taken from the entries so far:
SMILES | TDP1 cell noCPT | TDP1 inh | TDP1 cell CPT
CC1(C)C=Cc2c(c3ccccc3[nH]c2=O)O1 | ? | 7% | -11%
CC(C)C1Cc2c(sc3ncnc(NN)c23)CO1 (stereo not given) | 12µM* | . | 8.2µM*

The results go on:
SMILES | TDP1 cell noCPT | TDP1 inh | TDP1 cell CPT
C[C@@H]1NC(=O)[C@H](CCCN=C(N)N)NC(=O)c2cc([N+](=O)[O-])cc(I)c2NCCC[C@@H](C(N)=O)NC1=O | -2% | -4% | -1%
Cc1cc(S(=O)(=O)NC2CCN(Cc3ccccc3)CC2)c(C)cc1Cl | ? | 5% | ?
O=S(=O)(N/N=C\c1cccc(F)c1)c1ccccc1 | 10% | 4% | -26%
COc1cc2c(cc1OC)C(NC(=O)c1ccc(C)cc1)CC2=O (stereo not given) | 21% | . | -5%
COc1ccc(-c2noc(CCCOc3ccccc3)n2)cc1OC | ? | -8% | -29%
COc1ccc2c(c1[N+](=O)[O-])CCC/C2=N/OC(=O)c1cccc2ccccc12 | ? | -1% | ?
COc1ccc(/C=N/NC(=S)Nc2ccccc2)cc1COc1ccc(F)cc1F | -27% | 0% | 9%
CC1CC(=NNC(=O)C2COc3ccccc3O2)CC(C)(C)C1 (stereo not given) | -28% | 0% | ?
C=C1CCN([C@@H](CC(C)C)C(=O)NCc2cc(OC)c(OC)c(OC)c2)S(=O)(=O)c2ccccc21 | ? | . | ?
Cn1c(N)c(C(=O)Nc2cccc(Cl)c2)c(=O)n(C)c1=O | 0% | . | 14%
O=C(/C=C/c1ccc([N+](=O)[O-])cc1)N1CCN(S(=O)(=O)c2cccs2)CC1 | 3% | 3% | -11%
CCOC(=O)c1c(NC(=O)C(C)N2CCN(C(=O)c3ccco3)CC2)sc2c1CCCC2 (stereo not given) | 16µM* | 10% | 15µM*
CN(Cc1ccc(F)cc1)C(=O)c1cccc(S(=O)(=O)N2CCN(c3ccc(F)cc3)CC2)c1 | 15µM* | -3%[0.505 µM] | 16µM*
N#C/C(=C/c1ccccc1)c1nn(CCO)c(N)c1C#N | -3% | 0% | 0%
CCOC(=O)CSc1ncnc2c1cnn2-c1ccc(C)cc1 | -14% | 5% | -17%
COCC(C)N1CCC(Oc2ccc(C(=O)NCc3ccccn3)cc2)CC1 (stereo not given) | 9% | 1%[56.1 µM] | 10%
COc1cc(C2=NOC(C(=O)Nc3c(C)n(C)n(-c4ccccc4)c3=O)C2)cc(OC)c1OC (stereo not given) | 2% | -1% | 1%
CCOC(=O)C1=C(C)Nc2nc(SCC)nn2C1c1ccc(OC)cc1 (stereo not given) | ? | 1% | -18%
CCCOC(=O)c1c(NC(=O)c2cc3nc(-c4ccc(OC)cc4)cc(C(F)(F)F)n3n2)sc2c1CCCC2 | -4% | -1%[12.3 µM] | -5%
O=C1N=c2ccccc2=C1c1sc(=S)n(Cc2ccccc2Cl)c1O | ? | 5% | ?
CN(CC(=O)O/N=C(\N)c1ccccn1)S(=O)(=O)c1ccccc1 | -11% | -5% | -20%
CC(C)=CCN1CCN(Cc2cnc(C)s2)CC1CCO (stereo not given) | -4% | -3% | 12%
O=c1c2c(nc3c(-c4ccccc4)c[nH]n13)CCCC2 | 23µM* | 9% | 23µM*
Cc1ccc(NC(=O)CSc2nc3cc(C(=O)NCC4CCCO4)ccc3c(=O)n2CC2CCCO2)cc1 (stereo not given) | ? | . | ?
O=C(CNS(=O)(=O)c1ccccc1)N/N=C/c1ccc(O)cc1 | -3% | 4% | 2%
O=C(OCC(=O)N1CCOCC1)c1ccccc1Cc1ccccc1 | ? | 8% | -1%
COc1ccc(Cl)cc1C(=O)Nc1ccc(CN2CCCCC2)cc1 | ? | 3% | 3%
Clc1ccc(Cl)c2sc(N3CCOCC3)nc12 | 2% | . | 3%
CC(C)c1cccc(-c2ccc3c(c2)S(=O)(=O)c2cccc(C(=O)NCc4ccccc4Cl)c2C3=O)c1 | 6.5µM* | -1% | 2.6µM*
CCN(Cc1ccncc1)C(=O)c1ccc(Br)o1 | 5% | 2% | -6%
CC(C)c1ccc(/C=N/NC(=O)CC(=O)NCc2ccccc2)cc1 | 0% | 0% | 3%
COc1ccc(S(=O)(=O)N2CCc3ccccc32)cc1C(=O)Nc1ccc(NC(C)=O)cc1 | ? | -3% | ?
Cc1ccccc1CNC(=O)c1ccc(Cn2c(SCc3ccccc3)nc3cccnc32)cc1 | ? | 10% | ?
COc1ccc(N(C)S(=O)(=O)c2ccc(Cl)c(C(=O)NCC(C)(C)N3CCOCC3)c2)cc1 | 9.2µM* | 2% | 9.2µM*
Cc1cccc(C)c1NC(=S)NC(=O)c1ccc(Br)o1 | ? | -4% | ?
Cc1ccc2cc([N+](=O)[O-])ccc2n1 | -3% | . | 1%
C(=Nc1ccc2ccccc2n1)c1ccccn1 | ? | . | ?
CC(C)C1=NN(C(=O)c2cccnc2)C(O)(C(F)(F)F)C1 (stereo not given) | ? | 8% | ?
O=S(=O)(Nc1ccc(-c2nc3cccnc3s2)cc1)c1cc(F)ccc1F | -4% | 4% | 3%
Cc1ccc(C)c(S(=O)(=O)N2CCN(C(=O)c3ccc(OCc4c(C)noc4C)cc3)CC2)c1 | ? | 0% | ?
Cc1coc2c1c(C)cc1oc(=O)c(CC(=O)N[C@H](C(=O)O)C(C)C)c(C)c12 | -10% | . | 26%
O=C(/C=C/c1cccc([N+](=O)[O-])c1)NCCSCc1c(Cl)cccc1Cl | ? | 3% | 13%
COc1ccc(C2=NN(C(=O)CCC(=O)O)C(c3ccccc3F)C2)cc1 (stereo not given) | -3% | . | -3%
COc1ccccc1NC(=O)CCC(=O)OCc1ccc(Br)cc1 | -19% | 3% | 6%
CN1CCc2c(c3ccccc3n2C)C1 | -7% | 0% | -2%
CCOC(=O)C(C(=O)OCC)C(C#N)c1ccccc1 (stereo not given) | -14% | 1% | -4%
O=C(C1CCCC1)N1CCN(S(=O)(=O)c2ccc(F)c(F)c2F)CC1 | -24% | 3% | -19%
COc1ccc(CN(C(=O)CSc2nnc(-c3ccc(OC)c(OC)c3)o2)c2ccc(F)cc2)cc1 | 23µM* | 7% | ?
O=C(NC1CCCCCCC1)C1c2ccccc2C(=O)N1Cc1ccco1 (stereo not given) | -25% | 5% | -19%
CC1CCN(C(=O)CCC(=O)N2CC(C)Oc3ccccc32)CC1 (stereo not given) | -23% | . | 0%
Next compounds:
SMILES | TDP1 cell noCPT | TDP1 inh | TDP1 cell CPT
Cc1ccc(C(=O)NCCCN2CCOCC2)cc1S(=O)(=O)N1CCCCC1 | 5% | -1% | -3%
Cc1oc(-c2ccccc2Cl)nc1CSCC(=O)N1CCCC1 | 13µM* | 3% | ?
CC1(C(=O)N2CCN(C(=O)c3ccco3)CC2)CC1(Br)Br (stereo not given) | 7% | 5% | 8%
Cn1c(=O)c2c(ncn2CC(=O)OCC(=O)NCc2ccc(F)cc2)n(C)c1=O | ? | . | 14%
CC(=O)Nc1c(C(=O)Nc2ccc3c(c2)OCO3)oc2ccccc12 | 1% | 2% | -12%
CCOC(=O)c1cc(NC(=O)c2ccccc2)c(=O)n2c1oc1ccc(Cl)cc12 | ? | 0% | -23%
Cc1cccc(OC(=O)c2cc(-c3ccc(Cl)cc3)on2)c1C | -14% | 1% | -11%
COc1ccc(C2=NN(C(=O)CCC(=O)O)C(c3ccc(F)cc3)C2)cc1 (stereo not given) | -14% | . | -5%
COc1ccc(-c2csc3ncnc(Oc4ccc5c(C)cc(=O)oc5c4)c23)cc1 | -28% | -3% | -4%
COc1ccc([C@H]2/C=C\CN(S(C)(=O)=O)[C@@H](C)C(=O)N2Cc2ccc(F)cc2)cc1 | -11% | . | -29%

4 entries from above in a different format.
CN(CC(=O)O/N=C(\N)c1ccccn1)S(=O)(=O)c1ccccc1
  TDP1 cell noCPT: -11%
  TDP1 inh: -5%
  TDP1 cell CPT: -20%
CCOC(=O)CSc1ncnc2c1cnn2-c1ccc(C)cc1
  TDP1 cell noCPT: -14%
  TDP1 inh: 5%
  TDP1 cell CPT: -17%
CC1(C(=O)N2CCN(C(=O)c3ccco3)CC2)CC1(Br)Br (stereo not given)
  TDP1 cell noCPT: 7%
  TDP1 inh: 5%
  TDP1 cell CPT: 8%
CN(Cc1ccc(F)cc1)C(=O)c1cccc(S(=O)(=O)N2CCN(c3ccc(F)cc3)CC2)c1
  TDP1 cell noCPT: 15µM*
  TDP1 inh: -3%[0.505 µM]
  TDP1 cell CPT: 16µM*

More results:
SMILES | TDP1 cell noCPT | TDP1 inh | TDP1 cell CPT
COc1ccccc1C(=O)Nc1ccc2c(c1)OCCO2 | ? | 4% | ?
Cc1cc(C)cc(OCC(=O)NNC(=O)c2ccccn2)c1 | 6.5µM* | -3%[56.1 µM] | 9.2µM*
CC(C)Cn1nc(C(=O)N2CCc3ccccc32)c2ccccc2c1=O | ? | -5% | ?
COc1cccc(CNC(=O)c2cnc(N3CCCCC3)c3ccccc23)c1 | ? | 3% | 15µM*
CCn1c(SCC(=O)N2c3ccccc3Sc3ccccc32)nnc1-c1ccco1 | -7% | 9% | -3%
OC[C@@H]1CN(Cc2ccc(Cl)cc2)C[C@H](n2cnc3c(NCc4ccco4)ncnc32)O1 | -27% | . | ?
COc1ccc(NC(=O)NC2(C(=O)N3CCCC3)CCCCC2)cc1 | -18% | 3% | -6%
CC(=O)c1ccc(NC(=O)c2cc(-c3ccc(C)s3)nc3ccccc23)cc1 | -8% | -1% | -16%
Cc1ccc(S(=O)(=O)N2CCOCC2)cc1C(=O)NC(=S)N1CC(C)CC(C)C1 (stereo not given) | 8% | 1% | -22%
CC(C)(C)c1ccc(C(=O)N2CCC2(C)C(=O)Nc2cccc3ccccc23)cc1 (stereo not given) | 23µM* | . | 16µM*
Cc1ccc(S(=O)(=O)NCc2ccccc2)s1 | -1% | . | -11%

From PubChem BioAssay
